VLA-4 inh – inhibition in a human VLA-4 binding assay; AID 2557; VLA-4 expressing cells, ligand binding flow cytometry; inhibition, % (about 7 µM as worked out from the volumes in the protocol); actives 0.2% (n = 330,000); P13612; in the data active = inhibition above about 50%
core dimer inh – HCV core protein dimerization inhibition; actives 0.33% (n = 300,000); TR-FRET GST/Flag-core106 dimerization, 1536-well; inhibition, % at 5 µM;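 active = inhibition above the mean of all tested compounds plus 3 SD, set per screening campaign, cut at about 45% in these data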
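System – GST-tagged and Flag-tagged HCV core protein residues 1-106 · Repeats – one well for each compound · Technique – TR-FRET 671 and 617 nm emission · Doses – one concentration, 5 µM, in 0.5% DMSO · Times – 4 h, 22.5 °C incubation · Also added – Eu donor and XL665 acceptor anti-tag antibodies · Measure – percent inhibition of core106 dimerization signal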
proCasp7 act – counter-screen: procaspase-7 (human) activation; P55210; recombinant procaspase-7, Ac-DEVD-pNA absorbance 405 nm; D23A/D198A/D206A triple mutant, cannot self-cleave; scale: DMSO 0, 5 µM enzyme 100; activation, % at 8.5 µM; actives 0.093% (n = 330,000); AID 463210;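 active = percent activation above the screen-wide mean plus 3 SD, cut at about 25% in these data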
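Assay system: Uncleavable procaspase-7 mutant enzyme | Input: 2 µM procaspase-7 mutant as dispensed | Timing: 1 h compound preincubation, 2 h substrate cleavage, 25 °C | Repeats: One well per compound | Control set: DMSO wells as 0%, DMSO with 5 µM added PC-7 as 100% | Technique: Epi-absorbance of released pNA at 405 nm, two timepoints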
PP5 inh – PP5 (human) phosphatase inhibition | inhibition, % at 6.7 µM | actives 0.18% (n = 320,000) | P53041 | purified PP5c, OMFP substrate fluorescence | AID 1987;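 active = inhibition above the campaign's mean inhibition across all tested compounds plus 3 SD, cut at about 9.5% in these data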;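 also: 0% = DMSO only and 100% = 100 µM cantharidin control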
GRK2 inh – blocks RNA aptamer binding to human GRK2 | P25098 | bead flow cytometry, FAM-aptamer displacement from GRK2 | inhibition of aptamer binding, % at 10 µM | actives 0.59% (n = 330,000);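 active = inhibition of aptamer binding above 40%, roughly 3 SD of noise, on plates passing a quality check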;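 also: median bead fluorescence of bound FAM aptamer so fluorescent compounds give negative values; no value below 0 was filed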
Target sequence (P25098 whole entry, looked up): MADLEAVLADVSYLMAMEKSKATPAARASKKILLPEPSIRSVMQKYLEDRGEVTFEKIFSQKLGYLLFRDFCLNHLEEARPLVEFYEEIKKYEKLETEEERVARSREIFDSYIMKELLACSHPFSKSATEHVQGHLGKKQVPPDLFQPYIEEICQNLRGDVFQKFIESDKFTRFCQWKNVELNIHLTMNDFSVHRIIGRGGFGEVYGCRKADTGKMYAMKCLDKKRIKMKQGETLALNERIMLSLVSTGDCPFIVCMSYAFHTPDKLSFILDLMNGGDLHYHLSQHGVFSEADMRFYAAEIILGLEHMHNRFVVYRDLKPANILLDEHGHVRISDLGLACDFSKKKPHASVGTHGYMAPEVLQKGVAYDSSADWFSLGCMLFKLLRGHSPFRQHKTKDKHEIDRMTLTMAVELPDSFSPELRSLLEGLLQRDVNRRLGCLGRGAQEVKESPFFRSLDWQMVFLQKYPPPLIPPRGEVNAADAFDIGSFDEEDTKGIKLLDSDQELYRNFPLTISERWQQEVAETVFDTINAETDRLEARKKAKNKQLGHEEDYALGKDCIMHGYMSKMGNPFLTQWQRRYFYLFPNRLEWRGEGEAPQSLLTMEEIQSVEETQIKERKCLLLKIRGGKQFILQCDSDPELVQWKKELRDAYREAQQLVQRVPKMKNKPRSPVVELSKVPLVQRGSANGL
PP1 inh – blocks human PP1-alpha phosphatase, a PP5 counter-screen; P62136; purified PP1alpha, OMFP fluorescence; inhibition, % at 6.7 µM; actives 0.9% (n = 320,000);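 active = inhibition above the mean inhibition of all tested compounds plus 3 SD, computed separately for each screening campaign, cut at about 15% in these data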
Target sequence (P62136 whole entry, looked up): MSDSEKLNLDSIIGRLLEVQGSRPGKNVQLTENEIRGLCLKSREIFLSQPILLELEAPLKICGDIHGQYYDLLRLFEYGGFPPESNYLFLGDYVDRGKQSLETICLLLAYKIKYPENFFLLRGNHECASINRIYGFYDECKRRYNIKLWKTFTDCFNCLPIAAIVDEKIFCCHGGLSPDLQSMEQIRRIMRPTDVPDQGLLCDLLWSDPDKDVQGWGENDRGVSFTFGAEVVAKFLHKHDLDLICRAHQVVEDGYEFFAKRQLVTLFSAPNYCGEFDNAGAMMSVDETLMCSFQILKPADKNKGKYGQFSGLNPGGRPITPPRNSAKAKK
proCasp3 act – activators of human procaspase-3; activation, % at 8.5 µM; recombinant procaspase-3 D3A, Ac-DEVD-pNA absorbance 405 nm; actives 0.11% (n = 330,000); P42574;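 active = activation above the mean of all tested compounds plus 3 SD, cut at about 21% in these data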;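 also: 0% = DMSO alone and 100% = DMSO wells spiked with extra 5 µM PC-3 D3A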
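assay system = Procaspase-3 D3A mutant | signal = absorbance at 405 nm, 0 and 120 min | times = 1 h preincubation plus 2 h reaction at 25 °C | repeats = single replicate | read-out = % activation between DMSO and enzyme-spiked controls | medium = Zinc-free HEPES saline buffer with Triton X-100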
JMJD2C inh – human JMJD2C demethylase inhibition; actives 0.069% (n = 330,000); AID 2099; inhibition, % at 2.35 µM; Q9H3R0; GST-JMJD2C(1-420) H3K9me3 demethylation, DELFIA europium;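 active = more than half of a compound's replicate wells show inhibition beyond 50%, single wells judged on their own value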;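 also: signal counts dimethyl H3K9 product captured on neutravidin plate; 0% = median of DMSO wells and 100% = 0.3 times that DMSO median; strong numbers were not always called active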
CTSL1 counter – cathepsin L1 inhibition, PFM18AAP counter-screen. recombinant F. hepatica cathepsin L1, Z-Leu-Arg-MCA fluorescence. inhibition, % at 5.96 µM. actives 0.49% (n = 300,000). AID 1906;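 active = inhibition above the mean of all tested compounds plus 3 SD, set per screening campaign, cut at about 17% in these data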;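 also: 0% = plate median of test compound wells and 100% = 1 µM Z-Phe-Ala-diazomethylketone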
Active calls of the source: *; . = no result given.

SMILES	GRK2 inh	proCasp3 act	PP5 inh	JMJD2C inh	core dimer inh	PP1 inh	proCasp7 act	CTSL1 counter	VLA-4 inh
O=C(NC1CCN(Cc2ccccc2)CC1)C1CCN(S(=O)(=O)c2cccc3cccnc23)CC1	0.0	-4.0	-1.7	-12.0	1.6	-0.9	4.5	-1.5	31.5
CC(=O)Nc1ccc(NC(=O)COC(=O)[C@@H](NC(=O)c2ccc(F)cc2)C(C)C)cc1	0.0	10.1	-1.9	7.5	2.2	-2.6	3.2	-30.2	-9.5
O=C(Nc1ccc(Br)cc1)C1CC(c2c(F)cccc2Cl)=NO1 (centres undefined)	0.0	3.6	6.7	1.6	-2.2	1.0	0.6	-0.2	-5.3
C/C(=N\NC(=O)c1cccnc1)c1cccc([N+](=O)[O-])c1	2.0	0.6	-0.2	-18.2	-2.5	-0.1	3.0	4.7	-4.1
COCCNC(=S)Nc1ccccn1	2.0	-1.6	1.2	-19.5	-1.0	-0.7	3.4	-6.3	-4.3
CCCNS(=O)(=O)c1ccc(C(=O)NCC2CCCO2)cc1 (centres undefined)	2.0	4.8	2.4	3.0	1.1	-1.0	6.9	-1.6	8.7
CCCN1CCN(C(c2cc3cc4c(cc3[nH]c2=O)OCO4)c2nnnn2C(C)(C)C)CC1 (centres undefined)	2.0	-9.3	-3.0	5.0	-7.2	-0.5	-1.7	-1.7	2.5
Cc1cc(=O)n2c3c(sc2n1)C(=O)N(Cc1ccccc1)C3=O	0.0	2.5	0.4	-1.4	4.1	0.6	9.0	-1.8	27.4
Cc1cc(-c2ccc(C)c(S(=O)(=O)NCC3CCN(Cc4ccc(F)cc4)CC3)c2)on1	0.0	5.3	-0.5	-3.2	-1.0	0.1	3.4	1.9	6.6
CC(C)NC(=O)C(=O)NNC(=O)C12CC3CC(CC(C3)C1)C2	0.0	2.3	-5.1	-7.2	3.2	-7.4	-2.7	-2.3	3.6
O=C(Nc1cc(C(F)(F)F)ccc1N1CCOCC1)c1cn2ccccc2n1	0.0	5.6	0.4	3.1	-4.3	1.6	-2.3	2.6	4.3
CCCc1cc(=O)[nH]c(SCC(=O)c2c(N)n(CC(C)C)c(=O)n(C)c2=O)n1	2.0	-0.3	-0.1	-5.0	4.3	-3.7	13.4	4.1	3.2
COc1ccc(C2SCC(=O)N2c2c(C)n(C)n(-c3ccccc3)c2=O)cc1 (centres undefined)	1.0	-0.6	1.9	-2.0	-2.2	-1.0	-3.6	1.1	5.7
CCNC(=O)COC(=O)c1cc(-c2ccco2)nc2ccccc12	13.0	-1.6	0.3	-17.2	31.2	0.9	-2.1	-4.3	-1.0
COc1cccc2sc(N(CCCN(C)C)C(=O)c3ccc(S(=O)(=O)N4CCc5ccccc5C4)cc3)nc12	0.0	9.4	0.2	-17.1	-4.3	5.0	-4.2	-1.2	-2.5
Cc1ccc(Nc2ncnc3ccccc23)cc1	0.0	-2.3	2.6	-0.8	-3.9	2.2	-10.6	-1.3	-5.2
COc1ccccc1CC(=O)NCCc1ccc(S(N)(=O)=O)cc1	4.0	-6.0	0.7	1.1	-2.8	-5.6	-2.9	-0.1	4.2
CC(C)n1nnnc1SCC(=O)Nc1ccc2c(c1)OCCO2	2.0	-4.8	-1.3	-0.4	-5.0	-2.4	-12.3	3.5	4.7
Cc1ccc(/C([O-])=C(/C(=S)Nc2ccc(SC(F)F)cc2)[n+]2ccccc2)cc1[N+](=O)[O-]	1.0	-8.7	-0.3	-1.5	21.1	3.7	-10.0	-0.1	18.1
Cc1cc(F)ccc1NC(=O)Cn1c(C)csc1=O	3.0	-6.9	-1.5	.	.	-3.7	7.6	.	-3.8

An excerpt of these results, as labelled records:
COc1cccc2sc(N(CCCN(C)C)C(=O)c3ccc(S(=O)(=O)N4CCc5ccccc5C4)cc3)nc12
  GRK2 inh: 0.0
  proCasp3 act: 9.4
  PP5 inh: 0.2
  JMJD2C inh: -17.1
  core dimer inh: -4.3
  PP1 inh: 5.0
  proCasp7 act: -4.2
  CTSL1 counter: -1.2
  VLA-4 inh: -2.5

Cc1ccc(Nc2ncnc3ccccc23)cc1
  GRK2 inh: 0.0
  proCasp3 act: -2.3
  PP5 inh: 2.6
  JMJD2C inh: -0.8
  core dimer inh: -3.9
  PP1 inh: 2.2
  proCasp7 act: -10.6
  CTSL1 counter: -1.3
  VLA-4 inh: -5.2

(list continues)
SMILES	GRK2 inh	proCasp3 act	PP5 inh	JMJD2C inh	core dimer inh	PP1 inh	proCasp7 act	CTSL1 counter	VLA-4 inh
CCOC(=O)C1CCN(C(=O)Cn2cccc2C(=O)c2ccccc2)CC1	0.0	-6.3	1.8	-24.5	-3.1	-0.7	6.3	0.9	16.8
CC(=O)c1ccc(N2CCN(CC(=O)NCc3ccccc3)CC2)cc1	2.0	15.5	-4.4	-11.1	4.6	-2.6	0.7	1.4	11.0
CCOc1ccc(NC(=O)NC2CCOC(C)(C)C2)cc1 (centres undefined)	0.0	-0.1	1.9	10.7	0.5	-2.6	-1.8	0.6	-10.2
CC1(C)Cc2c(sc(/N=C/N3CCCCC3)c2C#N)C(C)(C)N1	0.0	-5.9	-0.5	131.9	-6.1	-2.1	-3.0	1.2	8.0
CCOC(=O)C1CCN(C(=O)Cc2ccc(C)cc2)CC1	1.0	2.2	-0.4	-3.8	-0.9	-1.5	14.4	-2.0	3.6
CCOc1ccc(N(CC(=O)NC2CCCC2)C(=O)CCCC(=O)Nc2ccccn2)cc1	2.0	-4.7	2.0	-4.6	-8.6	-0.5	5.5	-1.5	-3.3
Cc1ccc(NC(=O)c2ccc(=O)[nH]n2)cc1S(=O)(=O)Nc1ccc(SC(F)F)cc1	0.0	2.6	.	2.7	.	.	2.6	.	0.8
COc1ccc(C2CC(c3ccccc3)=NN2C(=O)COC(=O)COc2ccccc2)cc1 (centres undefined)	0.0	7.1	1.3	1.1	13.4	-0.3	8.4	-10.3	8.7
CCCCC[C@@H]1C=C(C(=O)O)[C@H](c2ccc(F)cc2)N1S(=O)(=O)c1ccc(C)cc1	0.0	7.1	.	-3.1	.	.	-2.5	.	-22.4
C/C(=N\NC(=O)COc1ccc(C#N)cc1)c1ccc(N2CCOCC2)cc1	0.0	2.8	2.2	-2.5	-6.5	2.7	-3.3	-3.1	0.0
COC(c1ccccc1)c1nnc(CCC(=O)N(C)Cc2cccc(-n3cccn3)c2)o1 (centres undefined)	0.0	10.8	-0.3	-1.0	1.6	2.0	9.3	-2.0	14.1
CC(C)(C)c1ccc(C(=O)CS(=O)(=O)c2ccccc2)cc1	0.0	6.9	2.5	12.3	8.1	-2.3	12.7	-2.4	-3.6
CCn1c(-c2cccc(Cl)c2)n[nH]c1=S	3.0	-5.2	1.2	0.8	-2.0	-3.1	8.8	-1.8	-0.2
COc1cccc(N2CCN(c3ccc4nnc(CCC(=O)Nc5ccccn5)n4n3)CC2)c1	6.0	-0.4	3.0	-16.4	-1.0	-5.4	2.6	1.7	-122.0
C=CCc1cc(C)ccc1OCCOCCn1ccnc1	0.0	5.1	0.4	-13.6	-8.5	1.8	-1.0	0.8	-12.2
Nc1ncnc2c1ncn2[C@@H]1O[C@H](CNCc2ccccc2OCc2ccc(Cl)cc2Cl)[C@@H](O)[C@H]1O	0.0	8.6	.	-32.5	.	.	4.6	.	36.8
COC(=O)c1cc(OC)c(OC)cc1NCC(=O)Nc1ccc(OC)c(OC)c1	2.0	-1.7	2.5	5.2	-11.0	-0.2	1.3	2.0	6.3
CCOC(=O)C1(CC2CC2)CCN(Cc2cnc(N(C)C)s2)CC1	2.0	-1.9	0.5	0.1	0.0	-0.3	0.2	-4.4	6.2
COc1ccc(NC(=O)COc2coc(CN3CCCc4ccccc43)cc2=O)cc1	0.0	5.5	-0.8	-14.7	-0.8	-7.0	2.1	3.0	-6.5
CC(C)OC(=O)CCC(=O)Nc1nc2ccccc2s1	0.0	3.1	-0.7	8.5	-2.0	-3.6	-11.8	1.4	2.2
Cn1ccnc1SCc1ccc([N+](=O)[O-])cc1	0.0	6.8	2.0	-2.4	-1.7	2.3	4.6	2.2	-1.9
CCN(CC)c1ccc(S(=O)(=O)N2CCOCC2)cc1NC(=O)COC(=O)COc1ccccc1C	5.0	-3.8	1.1	3.9	6.2	-0.7	13.1	-8.5	-6.5
CCOc1ccc(N2CC(C(=O)NCc3cccc(C)c3)CC2=O)cc1 (centres undefined)	2.0	6.6	4.3	14.3	-0.4	-4.4	13.8	2.4	30.2
Cc1ccc(C(=O)CNc2ccc(C)cc2C)cc1	0.0	-1.9	1.1	7.2	-1.1	1.1	-1.9	-1.2	-3.0
Cc1ccc(C)c(OCCC(=O)OCC(=O)Nc2ccc(N3CCOCC3)cc2)c1	1.0	8.0	2.0	-0.1	-6.9	-4.0	-1.2	-19.6	-0.6
Cc1cc2c(OCC(O)CNC(C)(C)C)cccc2[nH]1 (centres undefined)	2.0	-7.5	1.3	-4.2	-0.3	-8.6	-5.8	-3.5	1.5
COc1cc(C(=O)Nc2nc3ccc(S(C)(=O)=O)cc3s2)cc(OC)c1C	1.0	4.8	-0.2	14.3	12.7	-9.8	-3.9	-0.7	5.5
CCCCNS(=O)(=O)c1cc(-c2nn(C)c(=O)c3ccccc23)ccc1C	2.0	-2.0	-1.0	-4.1	10.0	-1.3	1.1	-1.5	3.6
O=C(Nc1cccc(S(=O)(=O)NC2=NCCC2)c1)C1CC(=O)N(c2ccc3c(c2)OCCO3)C1 (centres undefined)	1.0	3.4	2.6	1.0	-2.9	-3.0	6.8	-1.7	-0.9
O=C(NC1CC1)C1CCN(S(=O)(=O)c2ccc(Cl)c([N+](=O)[O-])c2)CC1	1.0	-2.0	5.2	5.6	.	-1.4	8.0	.	9.1
COc1cccc2cc(/C(C)=N/NC(=O)c3ccco3)oc12	2.0	2.0	3.0	1.8	2.3	10.4	3.0	3.9	14.8
CCOC(=O)c1cnc(-c2cccc(OC)c2)[nH]c1=O	0.0	2.8	1.6	-1.4	-1.9	2.0	0.0	-13.7	10.7
CSc1ccccc1NC(=O)CN(c1cc(C)cc(C)c1)S(C)(=O)=O	0.0	-0.6	-0.9	-15.4	1.6	-2.0	3.9	4.3	-0.9

Compound profiles, as listed above. Screens in order: GRK2 inh	proCasp3 act	PP5 inh	JMJD2C inh	core dimer inh	PP1 inh	proCasp7 act	CTSL1 counter	VLA-4 inh
Profile of CC(C)(C)c1ccc(C(=O)CS(=O)(=O)c2ccccc2)cc1 → 0.0	6.9	2.5	12.3	8.1	-2.3	12.7	-2.4	-3.6
Profile of CCOC(=O)C1CCN(C(=O)Cn2cccc2C(=O)c2ccccc2)CC1 → 0.0	-6.3	1.8	-24.5	-3.1	-0.7	6.3	0.9	16.8
Profile of Cc1ccc(Nc2ncnc3ccccc23)cc1 → 0.0	-2.3	2.6	-0.8	-3.9	2.2	-10.6	-1.3	-5.2
Profile of Cc1ccc(C(=O)CNc2ccc(C)cc2C)cc1 → 0.0	-1.9	1.1	7.2	-1.1	1.1	-1.9	-1.2	-3.0

Bioassay records from PubChem.
